Keap1 Nrf2 FP = Keap1-Nrf2 (human) interaction inhibition; Keap1 Kelch-Nrf2 peptide fluorescence polarization, 1536-well; 340,000 compounds, 0.15% hits; AID 504523; inhibition, % at 9.4 µM; Q14145; in the data active means inhibition above about 12%; inconclusive means no clear call, values can overlap the other calls; inactive means below about 7.3%;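 further: human Keap1 Kelch domain with fluorescein labeled Nrf2 9mer peptide probe; 0% = neutral control wells and 100% = peptide positive control; higher means more block of Keap1 binding to Nrf2 peptide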
PvdQ acylase = blocks Pseudomonas aeruginosa PvdQ acylase activity | AID 488965 | 340,000 compounds, 0.063% hits | inhibition, % at 10 µM | purified PvdQ acylase, fluorescence plate reader; in the data active means inhibition above about 30%, passing the limit was not always enough; inconclusive means no clear call, values can overlap the other calls;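 further: 0% = vehicle neutral wells and 100% = reference inhibitor wells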
RTF Ca sens inh = cardiac RTF calcium desensitization | P19429+P45379 | inhibition, % at 7.15 µM | IANBD-labeled cardiac RTF, Ca2+ fluorescence | AID 493244 | 340,000 compounds, 0.12% hits;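 active means inhibition above the mean inhibition of all tested compounds plus 3 SD, cut at about 17% in these data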;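 further: assay run at fixed EC70 calcium of 1.6 mM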
C-LANA FP = KSHV C-LANA DNA binding inhibition | 340,000 compounds, 0.078% hits | MBP-C-LANA/FAM-LBS DNA binding, fluorescence polarization | AID 504423 | inhibition, % at 9 µM;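 active means highest replicate inhibition at or above 60% at 9 µM, even if other replicates fall short; inactive means all replicates below 60% inhibition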;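 further: 0% = neutral control wells and 100% = 4 µM acridine orange control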
NSD2 HMT inh = NSD2 (human) methyltransferase inhibition. O96028. NSD2 peptide methylation, AlphaScreen, 120 min. inhibition, % at 12.5 µM. 310,000 compounds, 0.54% hits. AID 743445; in the data active means inhibition above about 50%
Target sequence (O96028 whole entry, looked up): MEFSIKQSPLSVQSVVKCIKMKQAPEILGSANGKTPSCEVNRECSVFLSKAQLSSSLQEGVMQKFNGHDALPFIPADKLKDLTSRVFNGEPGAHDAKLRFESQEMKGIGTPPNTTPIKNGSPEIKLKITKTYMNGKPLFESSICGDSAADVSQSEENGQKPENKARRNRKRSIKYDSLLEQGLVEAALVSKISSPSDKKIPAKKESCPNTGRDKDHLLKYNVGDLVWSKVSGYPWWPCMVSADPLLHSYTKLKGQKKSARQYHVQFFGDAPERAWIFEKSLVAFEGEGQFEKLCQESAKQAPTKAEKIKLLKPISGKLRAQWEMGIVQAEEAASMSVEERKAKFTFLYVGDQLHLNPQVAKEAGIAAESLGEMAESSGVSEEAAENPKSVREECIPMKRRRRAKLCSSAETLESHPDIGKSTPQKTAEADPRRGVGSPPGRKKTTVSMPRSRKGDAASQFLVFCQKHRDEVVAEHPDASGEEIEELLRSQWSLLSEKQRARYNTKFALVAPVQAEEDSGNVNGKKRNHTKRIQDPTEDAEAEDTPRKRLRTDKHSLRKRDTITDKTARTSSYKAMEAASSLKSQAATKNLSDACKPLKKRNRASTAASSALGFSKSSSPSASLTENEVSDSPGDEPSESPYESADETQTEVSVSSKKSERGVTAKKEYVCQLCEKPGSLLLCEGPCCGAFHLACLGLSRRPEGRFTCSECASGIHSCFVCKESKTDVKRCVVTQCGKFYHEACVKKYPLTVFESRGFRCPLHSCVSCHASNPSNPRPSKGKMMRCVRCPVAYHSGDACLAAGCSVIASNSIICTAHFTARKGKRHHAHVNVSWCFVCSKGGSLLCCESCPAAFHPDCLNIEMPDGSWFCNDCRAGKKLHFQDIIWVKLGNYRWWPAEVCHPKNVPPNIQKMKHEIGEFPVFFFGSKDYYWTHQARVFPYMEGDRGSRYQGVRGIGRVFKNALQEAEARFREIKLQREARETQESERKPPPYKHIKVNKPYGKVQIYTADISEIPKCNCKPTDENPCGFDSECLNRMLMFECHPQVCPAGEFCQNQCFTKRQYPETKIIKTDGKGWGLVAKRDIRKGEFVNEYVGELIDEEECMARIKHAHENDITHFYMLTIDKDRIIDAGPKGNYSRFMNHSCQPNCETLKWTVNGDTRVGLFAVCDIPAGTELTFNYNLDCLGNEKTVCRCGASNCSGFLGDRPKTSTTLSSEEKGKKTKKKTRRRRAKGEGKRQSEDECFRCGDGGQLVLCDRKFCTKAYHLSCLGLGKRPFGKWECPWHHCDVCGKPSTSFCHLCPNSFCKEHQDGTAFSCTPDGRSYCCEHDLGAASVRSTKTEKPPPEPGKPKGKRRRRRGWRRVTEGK
CDK5 p35 inh = blocks human CDK5/p35 kinase activity. inhibition, % at 10 µM. AID 488839. Q00535+Q15078. 330,000 compounds, 0.01% hits. Recombinant CDK5/p35, ADP-Glo luminescence, 60 min;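 active means highest replicate inhibition of at least 50% and at least 75% of replicates reaching 50%; inconclusive means only one of the two criteria met; inactive means both criteria failed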;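 further: plate controls were DMSO neutral control for no effect and GW8510 at 10 µM for full effect; many of its hits are not listed in these tables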
Rtt109 Vps75 = inhibitors of Candida albicans Rtt109/Vps75 histone acetyltransferase. AID 540336. Q5AAJ8. inhibition, % at 34.9 µM. 330,000 compounds, 0.16% hits. purified Rtt109/Vps75, ThioGlo CoA-SH fluorescence, 4 h;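 active means inhibition of at least 50% in every replicate; inconclusive means best replicate reaches 50% inhibition but some replicates fall short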
dFosB activator = mouse delta FosB homodimer activation. P13346. purified delta FosB, TAMRA-CDK5 oligo fluorescence polarization; percent of positive-control signal above neutral wells. activation, % at 25 µM. 340,000 compounds, 0.99% hits. AID 493131;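 active means mean activation above about 17%, with every replicate also reaching it, limit read from the data, passing the limit was not always enough; inconclusive means only one of the two conditions met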;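 further: fluorescence polarization rise as delta FosB binds a TAMRA Cdk5 AP-1 oligo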
PfHsp90 set2 = inhibits growth of yeast expressing Plasmodium falciparum Hsp90; 310,000 compounds, 0.32% hits; S. cerevisiae expressing PfHsp90, BacTiter-Glo ATP, 48 h; yeast lacking PDR1 and PDR3 efflux regulators; inhibition, % at 9.4 µM;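 active means every replicate shows inhibition above about 80%, whatever the replicate mean, limit read from the data; inconclusive means mean inhibition reaches the set limit but some replicate falls short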;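 further: 0% = DMSO neutral controls and 100% = 20 µM radicicol positive controls; yeast relying on Plasmodium falciparum Hsp90 in place of its own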
cardiac RTF act = cardiac RTF calcium sensitization. P19429+P45379. activation, % at 7.2 µM. IANBD-labeled TnC RTF fluorescence at EC20 calcium; 0% EC20 calcium, 100% full calcium. 340,000 compounds, 0.24% hits;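 active means activation above the mean over all tested compounds plus 3 SD, cut at about 30% in these data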;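 further: rise in fluorescence read as greater calcium sensitivity of cardiac thin filaments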
Mot1-301 SUMO = blocks SUMOylation pathway, rescuing yeast Mot1-301 growth | S. cerevisiae Mot1-301 growth rescue, ATP luminescence, 38.5C; percent above DMSO median, 100 means doubled | growth rescue, % at 18.8 µM | 320,000 compounds, 1% hits | AID 2716;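 active means every valid replicate shows activation above 250% relative to neutral control wells; inactive means the rest, any valid replicate at or below 250%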;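 further: OY570 slx delta 5 strain wells were the positive control but not used for scaling; some compounds called inactive have numbers as strong as hits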
The depositor's hits bear a star; ? = inconclusive; nt = not tested or not shown.

structure	Keap1 Nrf2 FP	PvdQ acylase	RTF Ca sens inh	C-LANA FP	NSD2 HMT inh	CDK5 p35 inh	Rtt109 Vps75	dFosB activator	PfHsp90 set2	cardiac RTF act	Mot1-301 SUMO
CN(C)S(=O)(=O)c1cccc(NC(=O)CSc2ncnc3ccccc23)c1	-8	-13	-28	-0.8	4	0.9	-7	-27	-28	3	-1
Cc1ccc(-c2nnc(CSc3nnc(COc4cccc5ccccc45)n3-c3ccccc3)o2)cc1	2	-2	-5	1.9	-3	-1.5	3	-3	4	-7	4
CCN(CC(=O)Nc1ccc(NC(C)=O)cc1)C(=O)c1cccc(S(=O)(=O)N2CCc3ccccc3C2)c1	-4	-3	-4	-1.6	1	-8.9	9	-6	10	4	-10
CCCCSc1nc(N)c(C#N)c(-c2cccs2)c1C#N	-1	-10	-11	0.7	0	-0.4	6	-13	-20	1	6
Cn1c2ccccc2c2cc(/C=N/NC(=O)c3ccc(O)cc3O)ccc21	-9	-12	-14	-1.5	nt	-0.1	2	-1	-15	-4	321
O=C(Nc1ccc(-c2cnco2)cc1)c1ccccc1	-4	-9	-2	-2.4	-4	-0.2	1	9	-30	-3	10
Cc1cc(-c2ccccc2)n2ncnc2n1	-2	8	3	-1.5	0	1.5	-15	2	1	9	-7
O=C(CN1CCOCC1)NCc1cc([N+](=O)[O-])ccc1O	-5	-22	-9	-0.4	0	-4.1	-6	-1	-16	6	-19
COC(=O)C1=C(C(=O)c2ccccc2)C(c2ccccc2)n2nnnc2N1 (stereo not given)	-3	-8	7	0.5	-1	-0.1	-7	2	5	6	nt
CCCCn1c(N)c(N(CC(C)C)C(=O)C2CC(=O)N(c3ccc(CC)cc3)C2)c(=O)[nH]c1=O (stereo not given)	4	0	-3	-0.2	-1	-0.3	2	4	nt	-6	-16
O=C(CCC(=O)N1CCOCC1)Nc1nnc(C2CCCCC2)s1	4	-5	-9	0.3	6	-0.4	nt	-4	nt	-2	213
O=C1CN(S(=O)(=O)c2cc(Cl)ccc2Cl)CCN1	-1	0	-2	11	nt	-0.4	1	8	-13	-1	-11
N#Cc1cccc(NC(=O)CN2C(=O)NC3(CCCCCC3)C2=O)c1	-2	-13	-7	-0.4	-2	2.2	-6	3	-8	4	7
CN1C(=O)C(CC(=O)NC2CCCCC2)SC1=Nc1ccccc1 (stereo not given)	2	-14	0	0.5	1	1.9	1	-9	8	1	168
CC(=O)Nc1ccc(Sc2ccc([N+](=O)[O-])o2)cc1	1	-7	6	-1.9	15	0.6	2	3	nt	0	nt
CCN(CC)C(=O)C1CCC(CNS(=O)(=O)c2cccc3cccnc23)CC1 (stereo not given)	-2	-15	0	1.3	nt	0.1	7	-15	-17	21	-14
CCCN1CCN(CCCNC(=O)CN2C(=O)c3cccnc3Oc3ccc(Cl)cc32)CC1	-1	-6	-4	-0.3	10	1.5	-34	1	7	-8	83
CCOc1ccc2nc(NC(=O)C34CC5CC(CC(NC(C)=O)(C5)C3)C4)sc2c1	-2	-1	1	-0.3	-2	-0.4	8	-19	7	-1	0
NC(=O)c1ncc(C(F)(F)F)cc1Oc1cccnc1	-2	-12	-11	2.0	-4	-0.2	-9	-1	7	7	175
CCc1ccc(OC(C)C(=O)Nc2ccccc2C(=O)N2CCOCC2)cc1 (stereo not given)	0	11	-3	1.2	-1	-0.8	5	-6	-14	0	105
O=C(c1cc(-c2cccc(Cl)c2)on1)N1CCCC1	-1	-4	-2	1.3	-7	-1.2	3	-12	17	3	-3
NC(=O)c1ccc2c(=O)n3c(-c4cccs4)csc3nc2c1	-6	-10	-12	-0.4	nt	0.0	6	-12	-5	3	17
COc1cc(OC)c(OC)cc1/C=C1/Cc2ccccc2C1=O	-27	-14	-60	1.1	0	-0.8	-1	2	-26	31*	7
N#Cc1c(-c2ccco2)c2c([nH]c1=S)CCCC2	-2	-13	-4	-0.3	10	2.4	24	-11	-8	-3	4
COc1ccc2c(c1)cc(C(=O)N[C@H](C(=O)N1CCC[C@H]1C(=O)O)C(C)C)n2C	3	-8	-13	-1.4	nt	-0.5	5	0	20	5	419*
O=C(COC(=O)c1ccc2c(c1)S(=O)(=O)c1ccccc1C2=O)NC1CC1	-4	-15	10	-1.5	-3	2.6	1	1	29	3	54
Cc1ccn2cc(C34CC5CC(CC(C5)C3)C4)nc2c1	-5	10	-4	-2.1	2	0.9	-3	4	-2	-5	140
CCN1C(=O)/C(=C2/Sc3ccccc3N2CC)S/C1=N\c1ncn[nH]1	-26	-4	-3	-2.0	1	1.5	3	-46	1	9	27
CCOC(=O)c1c(CSc2ccc(C)cc2)n(C)c2cc(Br)c(O)c(CN(C)C)c12	-6	-7	-9	-0.5	6	-3.0	?	-15	-13	-8	-10
Cc1cc(C)cc(NC2=NCC(=O)N2Cc2ccccc2)c1	1	17	6	0.9	-10	0.3	8	-9	9	-1	8
Cc1cc2nn(-c3cccc4ccccc34)nc2cc1N	7	-13	-8	0.4	-1	-2.0	5	-6	-18	0	176
O=C(O)CC(NC(=O)C12CC3CC(CC(C3)C1)C2)c1cccc(Cl)c1 (stereo not given)	-2	-19	-5	-3.6	-2	0.2	-23	-5	-3	3	6
CCOC(=O)c1ccc(NC(=O)CC2COc3ccccc3O2)cc1 (stereo not given)	1	-7	-6	0.2	-1	0.5	-9	-4	-26	-2	12
COc1c2ccoc2c(OC)c2oc(=O)ccc12	0	-11	-6	0.4	nt	-2.0	12	-7	9	4	-3
COc1cc(S(=O)(=O)N2CCOCC2)c(OC)c(S(=O)(=O)N2CCOCC2)c1	2	12	2	-0.5	21	-0.3	18	1	7	6	2
CCOC(=O)N1CCN(C(=O)c2ccc3nc(N4CCC(C)CC4)sc3c2)CC1	-3	-7	-10	-1.1	0	-0.7	-2	1	13	3	2
CCOc1ccc(Cc2n[nH]c(=S)n2N)cc1	-4	-18	1	0.0	2	0.3	-14	0	5	0	8
CC(=O)NC1c2ccccc2C(=O)N1Cc1ccccc1 (stereo not given)	0	-7	-9	6.4	4	1.1	-3	3	-4	-3	-7
O=C(NCCCn1ccnc1)C(F)(F)C(F)(F)C(=O)NCCCn1ccnc1	-1	-11	-14	-0.9	8	-3.8	-11	-8	nt	5	10
COc1ccccc1/C=C/C=N/n1c(-c2ccc(C)cc2)n[nH]c1=S	4	21	5	0.0	8	2.9	9	-5	-16	-5	10
CCOc1cc(CNn2cnnc2SCC(=O)NC(C)(C)C)ccc1OCC(=O)NC(C)(C)C	-2	-12	-12	-2.2	-1	-1.1	5	2	-7	5	16
CSc1ccccc1NC(=O)COC(=O)c1c[nH]c(=O)[nH]c1=O	-1	14	-7	-0.9	-2	9.5	38	-2	17	0	280
Cc1ccc(NC(=O)CSc2nsc(SCC(=O)Nc3ccc(C)cc3C)c2C#N)c(C)c1	-1	-7	9	-1.0	5	-1.3	-7	-2	-2	-4	-5
CN(C)c1nc(N(C)C)nc(N2CC(CCl)OC2=N)n1 (stereo not given)	1	-8	5	0.5	0	-0.4	4	-3	15	-5	-11
O=C(N/N=C/c1cccnc1)c1cc(-c2cccs2)nc2ccccc12	3	-10	5	-1.1	-1	-0.4	6	-14	9	1	27
O=C(O)c1ccc(CNC(=O)c2ccccc2NC(=O)c2cccc([N+](=O)[O-])c2)cc1	3	27	18*	0.2	nt	0.6	1	3	1	2	-9
CCOC(=O)Cc1csc(SCc2nc3sc4c(c3c(=O)[nH]2)CCC4)n1	-3	-14	-6	0.4	1	-1.3	1	-11	-19	0	-12
COc1ccc(/C=N/NC(=O)c2nnn(-c3nonc3N)c2-c2cccc(OC)c2)cc1	-3	-9	-6	0.0	8	nt	3	-1	24	-4	7
Cc1ccsc1C(=O)N1CCc2ccccc2C1	-1	2	0	-0.3	2	1.5	15	-6	10	1	15
COC(=O)c1c(N2C(=O)Nc3ccccc3N2O)sc(C)c1C	0	7	-10	0.8	0	0.2	0	6	nt	1	-10
O=C(COC(=O)c1ccc[nH]c1=O)Nc1ccc(S(=O)(=O)N2CCCC2)cc1	-1	-5	-6	-1.5	1	1.4	15	-6	-9	-1	207
CC(=O)Nc1nc(-c2ccc(Cl)cc2)ns1	-2	?	4	-0.4	-2	nt	7	-1	3	-6	14
Cc1ccc(NC(=O)C2CCCN(C(=O)c3ccc(Cl)cc3)C2)cc1 (stereo not given)	4	-7	-7	1.2	-3	-1.0	5	-7	15	2	109
N#Cc1cc(N)ccc1Sc1ccc(Cl)cc1	-1	8	-1	-0.1	-2	0.3	4	-4	-16	-2	99
COc1ccc(-c2nn(-c3ccccc3)cc2/C=N/NC(=O)c2cccc(S(=O)(=O)Nc3ccccc3OC)c2)cc1	-1	-7	-13	-0.8	-2	0.8	-22	15	-21	5	49
COCCn1c(SCC(=O)Nc2ncc(Cl)c(C)c2Cl)nc2ccccc21	-5	-13	6	0.9	0	0.3	-5	-7	nt	2	-3

Screening results from PubChem.
